# RAD54 branch: inhibitors of human RAD54 branch migration, primary screen, biochemical, fluorescence, single point; AID 602329, 2012; 360,000 compounds, 0.14% hits; DNA repair and recombination protein RAD54-like (Homo sapiens), Q92698; RAD54 Holliday junction branch migration, FAM/BHQ fluorescence; inhibition, % at 10.4 µM;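 active = mean normalized replicate activity at least 40 and at least half of replicates scoring 40 or more; inconclusive = only one of the two criteria met; inactive = mean below 40 and under half of replicates reaching 40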;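 also: 0% = median of neutral control wells and 100% = median of positive control wells; inhibitors cause a drop in the FAM fluorescence signal; in these data hits start at about 50%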
# Target sequence (Q92698 whole entry, looked up): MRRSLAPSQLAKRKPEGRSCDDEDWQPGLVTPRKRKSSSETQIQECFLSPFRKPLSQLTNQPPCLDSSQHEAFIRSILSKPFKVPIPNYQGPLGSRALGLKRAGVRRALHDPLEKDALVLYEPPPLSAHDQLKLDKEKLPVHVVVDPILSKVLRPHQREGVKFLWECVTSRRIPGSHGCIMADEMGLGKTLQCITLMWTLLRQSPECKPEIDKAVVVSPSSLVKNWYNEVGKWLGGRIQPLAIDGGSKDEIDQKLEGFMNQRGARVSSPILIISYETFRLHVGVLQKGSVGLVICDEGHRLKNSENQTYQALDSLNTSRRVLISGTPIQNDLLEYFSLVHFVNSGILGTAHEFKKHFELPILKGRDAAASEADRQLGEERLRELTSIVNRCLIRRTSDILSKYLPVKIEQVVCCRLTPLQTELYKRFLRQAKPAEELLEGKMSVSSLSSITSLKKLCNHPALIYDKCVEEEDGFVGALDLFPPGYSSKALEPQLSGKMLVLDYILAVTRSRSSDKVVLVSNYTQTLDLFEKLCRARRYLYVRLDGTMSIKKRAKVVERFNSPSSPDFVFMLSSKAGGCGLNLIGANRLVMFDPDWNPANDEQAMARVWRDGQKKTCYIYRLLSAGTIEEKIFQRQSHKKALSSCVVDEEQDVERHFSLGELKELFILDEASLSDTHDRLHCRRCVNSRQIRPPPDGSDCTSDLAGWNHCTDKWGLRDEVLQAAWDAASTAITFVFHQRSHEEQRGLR
# RAD52 inh: RAD52 DNA annealing inhibitors, primary screen, biochemical, FRET, single point, set 2; AID 651710, 2012; DNA repair protein RAD52 homolog (Homo sapiens), P43351; inhibition, % at 18.7 µM; recombinant RAD52 DNA annealing, FRET fluorescence; 360,000 compounds, 0.46% hits;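 active = every replicate showing at least 50% inhibition; inconclusive = mean inhibition at least 50% but not in every replicate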
# DENV2 CPE rescue: inhibitors of DENV2 cytopathic effect, primary screen, cell-based, plate reader, single concentration | DENV2-infected cells, cytopathic effect rescue | CPE inhibition, % at 9.99 µM | 350,000 compounds, 1.7% hits; in the data active = CPE inhibition above about 20%, passing the limit was not always enough; inconclusive = no clear call, values can overlap the other calls; tested in BHK-21 cells;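 also: 0% = median of neutral control wells and 100% = median of positive control wells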
# GSIS activator: GLuc luminescence reporter in INS-1E cells, primary screen for activators of glucose-dependent secretion of insulin | INS-1E GLuc reporter insulin secretion, 2-3 h | 370,000 compounds, 0.61% hits | activation, % at 16.6 µM;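 active = lowest replicate activation of at least 40%, so every replicate reaches that level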;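 also: 0% = median of neutral control wells and 100% = median of IBMX positive control wells; some compounds called inactive have numbers as strong as hits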
# CFTR F508del cor: F508del CFTR correction, initial screen, CFBE line, single point; activity (quench increase), % at 7.58 µM; CFBE cells, YFP halide quenching; stimulated with forskolin plus potentiator P3; % fluorescence drop versus neutral controls; 350,000 compounds, 0.36% hits; AID 720511, 2013;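 active = mean added fluorescence quench of at least 8% versus neutral control, with both replicates also reaching 8%; inconclusive = only one of the mean or replicate conditions met; inactive = mean below 8% and not both replicates reaching 8%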;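 also: cells transiently co-express mutant CFTR-F508del with the halide-sensitive YFP; corrector assay measuring rescue of mutant channel to the surface after 24 h compound exposure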
# E-selectin induc: E-selectin induction in HUVECs, primary screen, imaging, HUVEC, immunofluorescence imaging, single point; P16581; 260,000 compounds, 0.37% hits; normalized: neutral wells 0, TNF-alpha wells 100; activation, % at 7.58 µM; AID 686992, 2013;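 active = mean E-selectin-positive cell signal at least 10% of the positive control, reached in at least 60% of replicates, without over 20% cell loss; inconclusive = no rule given, readout overlaps actives, possibly toxicity-flagged; inactive = the rest, including those meeting only one limit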;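 also: in these data hits start at about 27%; measured in HUVEC primary endothelial cells; signal is the percent of cells scored E-selectin positive by PE staining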
#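 Material: HUVEC primary endothelial cells; Amount: 3,000 cells per well; Dosing: single concentration; Medium: EGM-2 growth medium on 0.1% gelatin-coated wells; Read-out basis: percent E-selectin-positive cells; Signal: immunofluorescence imaging; Control set: TNF-alpha, DMSO.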
# Casp6 inh: human caspase-6 inhibitors, primary screen, biochemical, VEID-R110 fluorescence, single point, set 2. P55212. purified caspase-6, Z-VEID-R110 cleavage fluorescence. inhibition, % at 12.5 µM. 350,000 compounds, 0.53% hits;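 active = mean inhibition across replicates at least about 35%, with every replicate also reaching that limit, limit read from the data; inconclusive = only one of the two criteria met; inactive = neither criterion met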;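 also: 0% = median of neutral control wells and 100% = no fluorescence left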
# Target sequence (P55212 24-179 limits assumed): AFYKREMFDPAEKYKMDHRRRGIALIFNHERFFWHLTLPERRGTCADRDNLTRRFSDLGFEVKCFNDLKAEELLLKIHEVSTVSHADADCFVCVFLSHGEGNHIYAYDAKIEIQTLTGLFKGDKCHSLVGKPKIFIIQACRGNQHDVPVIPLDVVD
# Target sequence (P55212 194-293 limits assumed): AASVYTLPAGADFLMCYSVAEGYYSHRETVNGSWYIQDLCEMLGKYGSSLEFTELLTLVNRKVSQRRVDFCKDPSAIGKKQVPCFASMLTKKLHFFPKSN
# Xi reactivation: activators of inactive X chromosome reactivation, primary screen, imaging, XiGFP fibroblasts, GFP high-content imaging, set 2; activation, % at 7.58 µM; 360,000 compounds, 0.055% hits; AID 743238, 2013; XiGFP mouse fibroblasts, % GFP-positive cells imaging, 3 d; cells co-treated with 5-aza-dC sensitizer; scaled so ellipticine positive control = 100%;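 active = mean normalized replicate activation at least 10% and every replicate at or above 10%; inconclusive = only one of the two criteria met; inactive = mean below 10% and not all replicates reach 10%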;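 also: 0% = median of on-plate neutral control wells and 100% = ellipticine 6 µM median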
#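 assay system = SV40-immortalized XiGFP fibroblast cells, line 68-5-11 | buffer or medium = DMEM plus 5-aza-dC sensitizer | doses = single-point pinned compound dosing | times = 3-day compound exposure, then 15 min fixation at room temperature | benchmarks = positive control ellipticine, 6 µM final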
# * = called active by the depositor; ? = inconclusive; . = no result given; & = joins results of further samples.
# Sequence of screens: RAD54 branch	RAD52 inh	DENV2 CPE rescue	GSIS activator	CFTR F508del cor	E-selectin induc	Casp6 inh	Xi reactivation
Cc1ccc(S(=O)(=O)N(C)c2nc3ccccc3n3c(C(C)C)nnc23)cc1
    -11	-48	0	66*	-0.5	0.0	2	0.1
C[C@@H]1CN([C@@H](C)CO)C(=O)CCCn2nncc2CO[C@@H]1CN(C)C(=O)c1ccc2ccn(C)c2c1
    -8&0&1	-18&-10&-6	?	26&2	3.9&-0.8&-1.1	-1.6&-0.2	-7&0&-1	0.5&0.4
Cc1ccccc1-n1nc2c(c1NC(=O)c1ccc(S(=O)(=O)N(C)C)cc1)CSC2
    -2	4	5	.	3.0	.	0	.
CCOC(=O)N1CCN(C(=O)Cc2ccccc2OC)CC1
    4	-22	2	4	1.4	.	0	0.0
CC(C)CC#Cc1cnc2c(c1)C(=O)N([C@H](C)CO)C[C@H](C)[C@H](CN(C)Cc1cccc(C(=O)O)c1)O2
    .	-9	6	1	0.2	0.1	-1	0.2
CC(=O)Nc1cccc(/C(C)=N/NC(=O)c2ccc(CN3CCOCC3)cc2)c1
    .	-7	3	-17	1.0	1.4	0	0.0
CN1c2ccc(Br)cc2[C@H]2[C@H](CCN2C(=O)Nc2cccc(F)c2)[C@H]1CO
    5	.	-15	-26	0.5	0.1	.	0.1
Cc1c(C(=O)OCC(=O)Nc2ccc(C(=O)N(C)C)cc2)oc2ccccc12
    2	-3	-4	13	0.6	-0.8	-4	0.1
CC(C)NC(=O)Nc1ccc2c(c1)CC(=O)N([C@H](C)CO)C[C@@H](C)[C@@H](CN(C)C(=O)Nc1ccc3c(c1)OCO3)O2
    2	2	6	3	0.9	-0.1	.	-0.9
COc1ccc(CN2CCC(=O)N([C@H](CO)c3ccccc3)CC2)cc1
    5	-6	26*	14	0.6	0.0	-5	0.1
COc1ccccc1C(=O)COC(=O)CCNS(=O)(=O)c1ccc(C)c(C)c1
    15	6	-6	-22	1.1	2.6	2	0.0
Fc1ccccc1-c1csc(=Nc2cccnc2)n1CCCn1ccnc1
    .	-14	4	.	.	1.3	-8	0.1
CC(C)(O)C#Cc1ccc([C@H]2[C@H]3CN(Cc4ccccc4F)CCCCN3[C@H]2CO)cc1
    6	-27	2	3	-1.3	-0.6	1	0.1
COCCCNC(=O)C1CCCN(S(=O)(=O)c2cccc3nsnc23)C1 (stereo not drawn)
    10	2	6	8	-0.3	0.2	-1	0.0
C=CCN(Cc1nc(-c2ccc(OC)cc2)no1)C(=O)c1ccc2c(c1)OCO2
    -13	-7	2	-40	-1.4	0.8	5	0.6
CCNC(=O)Nc1ccc2c(c1)c(=O)n(C)n2CC=C(C)C
    3	-24	0	2	2.6	-0.1	1	0.0
NC(=O)c1cc([N+](=O)[O-])ccc1NCc1ccc(O)cc1
    2	-113	-6	13	-0.4	.	9	0.0
COc1ccc(S(=O)(=O)NCc2ccc(C(=O)NCCN(C)Cc3ccccc3)cc2)cc1
    -3	-7	6	.	-1.3	0.0	1	0.0
CCN1C(=O)[C@H]2[C@@H](c3ccc(-c4ccc(F)cc4)c(OC)c3)N3CCCC[C@@]3(C(=O)OC)[C@H]2C1=O
    1	-20	1	22	-0.3	0.7	2	0.4
COC(=O)C1=C(C)N(Cc2ccccc2)C(=O)N[C@H]1CCc1ccccc1
    -4	-19	10	21	3.7	-0.1	4	0.0
COc1cc(OC)cc(OC)c1
    5	-14	19	.	2.6	0.0	.	-0.1
Cc1ccc(S(=O)(=O)NNC(=O)C2CC=CCC2C(=O)O)cc1 (stereo not drawn)
    .	-11	-4	6	.	.	0	0.0
COc1ccc2c3c(n(C)c2c1)[C@H](CO)NCC31CN(C(=O)Nc2ccccc2F)C1
    .	22	41*	-7	-1.4	0.4	0	0.0
O=C(Cn1sc2ccccc2c1=O)Nc1ccccc1
    3	-10	-8	-12	-9.4	.	0	0.0
O=S(=O)(c1ccc(-c2ccccc2)cc1)N1C[C@@H]2N[C@H](C1)C2c1ccc(-c2ccccc2)cc1 (stereo partly drawn)
    .	0	1&0	11&15	1.2&1.9	-0.7&0.5	-5	0.1&0.2
O=C1N(Cc2cccnc2)C[C@@H]2C[C@@H](c3ccc4nsnc4c3)N3CCC[C@@]123
    .	-28	-2	0	-0.7	.	0	0.0
O=C(c1ccccn1)N1CC(=O)N2[C@H](CO)[C@H](c3ccc(C#Cc4ccccc4)cc3)[C@@H]2C1
    .	-10	0	-13	0.5	0.6	-2	0.3
C=CCn1c(C(C)NC(=O)c2ccccc2C)n[nH]c1=S (stereo not drawn)
    1	-2	.	2	-0.6	.	7	0.0
COCCCNC(=S)N1CCCC(c2nc3cc(C)c(C)cc3[nH]2)C1 (stereo not drawn)
    .	-6	-2	-9	-2.5	-0.5	.	0.2
CC(=O)N1CCN(S(=O)(=O)c2cccc(C(=O)OCC(=O)N3CC(=O)Nc4ccccc43)c2)CC1
    .	-11	-8	9	-1.4	.	2	0.0

# 10 consecutive entries already listed:
# Sequence of screens: RAD54 branch	RAD52 inh	DENV2 CPE rescue	GSIS activator	CFTR F508del cor	E-selectin induc	Casp6 inh	Xi reactivation
COc1cc(OC)cc(OC)c1
    5	-14	19	.	2.6	0.0	.	-0.1
Cc1ccc(S(=O)(=O)NNC(=O)C2CC=CCC2C(=O)O)cc1 (stereo not drawn)
    .	-11	-4	6	.	.	0	0.0
COc1ccc2c3c(n(C)c2c1)[C@H](CO)NCC31CN(C(=O)Nc2ccccc2F)C1
    .	22	41*	-7	-1.4	0.4	0	0.0
O=C(Cn1sc2ccccc2c1=O)Nc1ccccc1
    3	-10	-8	-12	-9.4	.	0	0.0
O=S(=O)(c1ccc(-c2ccccc2)cc1)N1C[C@@H]2N[C@H](C1)C2c1ccc(-c2ccccc2)cc1 (stereo partly drawn)
    .	0	1&0	11&15	1.2&1.9	-0.7&0.5	-5	0.1&0.2
O=C1N(Cc2cccnc2)C[C@@H]2C[C@@H](c3ccc4nsnc4c3)N3CCC[C@@]123
    .	-28	-2	0	-0.7	.	0	0.0
O=C(c1ccccn1)N1CC(=O)N2[C@H](CO)[C@H](c3ccc(C#Cc4ccccc4)cc3)[C@@H]2C1
    .	-10	0	-13	0.5	0.6	-2	0.3
C=CCn1c(C(C)NC(=O)c2ccccc2C)n[nH]c1=S (stereo not drawn)
    1	-2	.	2	-0.6	.	7	0.0
COCCCNC(=S)N1CCCC(c2nc3cc(C)c(C)cc3[nH]2)C1 (stereo not drawn)
    .	-6	-2	-9	-2.5	-0.5	.	0.2
CC(=O)N1CCN(S(=O)(=O)c2cccc(C(=O)OCC(=O)N3CC(=O)Nc4ccccc43)c2)CC1
    .	-11	-8	9	-1.4	.	2	0.0

# (list continues)
# Sequence of screens: RAD54 branch	RAD52 inh	DENV2 CPE rescue	GSIS activator	CFTR F508del cor	E-selectin induc	Casp6 inh	Xi reactivation
COc1ccc(CN2CCN(Cc3cccc(OC)c3)C(CCO)C2)cc1 (stereo not drawn)
    .	-11	3	-5	0.9	.	7	0.1
COC(=O)c1ccc(C)c(NC(=O)CCn2[nH]c(=O)ccc2=O)c1
    -1	-5	4	4	-0.9	0.0	2	0.1
Cc1ccc2[nH]c(=O)c(CN(CCCN3CCOCC3)Cc3nnnn3C3CCCC3)cc2c1
    -2	5	-3	0	-0.9	.	2	.
C[C@@H]1CN([C@@H](C)CO)S(=O)(=O)c2ccc(-c3ccncc3)cc2O[C@@H]1CN(C)C(=O)c1ccc2c(c1)OCO2
    -1	13	-10	4	-0.9	-0.1	-1	0.1
CCn1c(=O)n(CC)c2cc(NC(=O)CSc3ccc([N+](=O)[O-])cn3)ccc21
    14	-13	-5	14	-1.9	0.6	0	0.2
CC(C)c1ccc(CCNC(=O)c2ccc([N+](=O)[O-])cc2)cc1
    -17	14	-4	-3	.	.	2	0.0
COC(=O)C(CC#Cc1ccc2c(c1)[C@]1(C(=O)N2)[C@H](c2ccc(OCCO)cc2)N2[C@H](c3ccccc3)[C@H](c3ccccc3)OC(=O)[C@H]2[C@@H]1C(=O)N1CCc2cc(OC)c(OC)cc2C1)C(=O)OC
    -4	-50	-8	.	-3.1	.	0	.
COc1ccc(CN(C)C[C@@H]2Oc3ccc(NC(=O)Cc4ccccc4)cc3C(=O)N([C@H](C)CO)C[C@H]2C)cc1
    -6	-8	5	5	-0.1	0.2	-4	-0.2
CCCC#Cc1ccc([C@H]2[C@H](C#N)N(C(=O)C3CC3)[C@H]2CO)cc1
    -1	-17	10	17	-1.1	-0.2	0	0.1
Cc1ccc(OCC(=O)N/N=C\c2ccc(C)o2)c([N+](=O)[O-])c1
    .	-141	-7	-3	-3.8	.	1	0.0
CC(=O)c1ccc(OCCCCOc2ccc(C(C)=O)cc2)cc1
    -8	-3	8	4	-0.2	2.0	-4	0.5
CC(C)C#Cc1ccc2c(c1)O[C@@H](CN(C)Cc1ccccc1)[C@H](C)CN([C@H](C)CO)S2(=O)=O
    -10	4	.	20	-0.8	-0.6	-4	0.0
Cc1cccc(/C=N/Nc2cc(N3CCOCC3)nc(N3CCOCC3)n2)c1
    .	-12	-8	10	-12	.	3	0.1
CNC(=S)N(Cc1cccs1)Cc1cc2cc(OC)c(OC)cc2[nH]c1=O
    -2	-8	-12	-9	.	-0.1	4	0.5
O=C(N[C@H]1CC[C@@H](CC(=O)N2CCCCC2)O[C@@H]1CO)c1ccccn1
    2	-6	-8	1	-0.1	-0.4	1	0.2
COc1ccc(C2=NS(=O)(=O)N(C)C(C(=O)NC(C)c3ccccc3)=C2)cc1 (stereo not drawn)
    -3	-32	-4	.	2.2	.	-2	0.1
CCN(CC)C(=O)C1=C(C)N(Cc2ccccc2)C(=O)C(CC(=O)NC2CCCC2)C1 (stereo not drawn)
    -3	-20	1	9	-1.5	5.3	.	0.0
Fc1ccccc1-c1nc(-c2ccncc2)no1
    18	0	-7	-7	-0.1	1.7	-1	0.0

# Bioassay records deposited in PubChem by Broad Institute.
